OX1R antag = antagonists of human orexin 1 receptor (OX1R). Orexin/Hypocretin receptor type 1 (Homo sapiens), O43613. OX1R-expressing cells, FRET antagonist read-out. inhibition, % at 6.6 µM. 330,000 tested, 1.8% active; in the data active means inhibition mostly above about 38%, no sharp cut-off; inactive means mostly below about 40%;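 further: 0% = agonist challenge alone and 100% = reference antagonist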
Target sequence (O43613 whole entry, looked up): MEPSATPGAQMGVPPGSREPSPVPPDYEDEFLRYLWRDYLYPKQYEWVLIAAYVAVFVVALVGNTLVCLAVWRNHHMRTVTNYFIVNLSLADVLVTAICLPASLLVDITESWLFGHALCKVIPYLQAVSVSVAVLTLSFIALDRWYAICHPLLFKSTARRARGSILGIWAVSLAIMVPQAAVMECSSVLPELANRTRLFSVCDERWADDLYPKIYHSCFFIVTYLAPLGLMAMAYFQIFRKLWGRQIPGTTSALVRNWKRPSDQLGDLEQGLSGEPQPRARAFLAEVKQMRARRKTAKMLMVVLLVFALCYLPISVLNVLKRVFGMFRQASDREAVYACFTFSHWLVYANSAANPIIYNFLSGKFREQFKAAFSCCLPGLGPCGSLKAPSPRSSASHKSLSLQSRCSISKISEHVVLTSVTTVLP
STK33 inh = inhibitors of purified STK33 kinase, primary screen, biochemical, ADP-Glo luminescence, homogeneous, cell-free; Serine/threonine-protein kinase 33 (Homo sapiens), Q9BYT3; MBP phosphorylation; inhibition, % at 10 µM; 320,000 tested, 0.073% active;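 active means inhibition at or above 25%, using the most active replicate where run in duplicate; inactive means inhibition below 25%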
Target sequence (Q9BYT3 whole entry, looked up): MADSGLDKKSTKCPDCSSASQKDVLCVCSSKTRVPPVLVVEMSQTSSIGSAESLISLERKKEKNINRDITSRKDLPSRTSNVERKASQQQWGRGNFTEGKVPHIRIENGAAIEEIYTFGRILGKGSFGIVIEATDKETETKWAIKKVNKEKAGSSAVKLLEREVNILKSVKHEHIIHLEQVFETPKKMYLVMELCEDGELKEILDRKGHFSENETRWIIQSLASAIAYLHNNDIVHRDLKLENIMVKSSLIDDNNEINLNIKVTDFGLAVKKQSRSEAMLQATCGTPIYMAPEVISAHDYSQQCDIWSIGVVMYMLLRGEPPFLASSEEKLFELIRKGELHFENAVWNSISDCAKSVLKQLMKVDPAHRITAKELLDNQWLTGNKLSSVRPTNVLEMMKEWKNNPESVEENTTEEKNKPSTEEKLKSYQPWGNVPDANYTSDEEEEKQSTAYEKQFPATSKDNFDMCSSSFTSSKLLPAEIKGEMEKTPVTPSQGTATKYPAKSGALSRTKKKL
An asterisk follows results filed as active; . = not tested or not shown; & = joins results of further samples.

SMILES	OX1R antag	STK33 inh
COc1cccc(C(=O)OCCN2C(=O)c3ccccc3C2=O)c1OC	15	-0.6
Cc1cccc(C(=O)NCCc2ccc(S(N)(=O)=O)cc2)c1[N+](=O)[O-]	1	-1.8
COc1ccc([N+](=O)[O-])cc1C1NN=C(c2ccccc2O)S1 (configuration not stated)	6	-6.1
CC1(C)CCCC2=C1CC1C(=O)N(c3ccccc3)C(=O)C1C2 (configuration not stated)	26	1.4
COC(=O)c1ccc(OC(=O)CN2C(=O)c3ccccc3C2=O)cc1	12	-0.7
O=C(NCc1ccc2c(c1)OCO2)C1CCN(S(=O)(=O)c2ccc(F)cc2)CC1	13	-0.3
CCOCCCNC(=O)c1cccs1	10	-1.0
Cc1cc(C)c2c(=O)[nH]c(SCC(=O)NCc3ccccc3)nc2n1	-2	-0.7
Cc1nc2sc(-c3ccccc3)cc2c(=O)n1N	8	0.6
COC(=O)c1cccc(NC(=O)Nc2ccc(Cl)c(Cl)c2)c1	69*	-0.7
Cc1cc2oc(=O)cc(CN3CCOCC3)c2cc1Cl	11	-1.3
CC(C)c1ccc(NC(=O)COC(=O)CCC(=O)c2cccs2)cc1	3	-0.2
O=C(NCc1ccco1)C(c1ccccc1)N(Cc1cccnc1)C(=O)Cn1nnc2ccccc21 (configuration not stated)	14	-2.4
C#CCOCCOCCOCCNc1nc(N2CCN(C(=O)CCCCCCCCCCNC(=O)[C@H](CCCCN)n3cc(C)nn3)CC2)nc(N2CCN(C(=O)CCCCCCCCCCNC(=O)[C@@H]([C@H](C)O)n3cc(C)nn3)CC2)n1	-11	3.0
CCOC(=O)N1CCC(NC(=O)CN2C(=O)COc3ccc(C(C)(C)C)cc32)CC1	1	-0.2
COc1ccc(C(=O)C(c2ccccc2)N2CCOCC2)cc1 (configuration not stated)	4	0.2
Cc1oc(-c2ccccc2Cl)nc1CS(=O)CC(=O)NCc1ccco1 (configuration not stated)	7	-0.3
COc1ccccc1C(=O)Nc1cc2ccccc2oc1=O	7	-1.7
Cc1cc(C)n2nc[n+](C)c2n1	23	-0.9
CCOc1cc(/C=C/C(=O)OCC(=O)NCC2CCCO2)cc(Cl)c1OC (configuration not stated)	11	-2.2
C=CCn1c(Cc2c[nH]c3ccccc23)n[nH]c1=S	12	-1.0
O=C(c1ccccc1Br)N1CCn2c1nc1ccccc12	3	-1.1
O=C(NCCn1cc(SCC(=O)N2CCOCC2)c2ccccc21)c1ccccc1	5	-0.3
COc1cccc(-c2c(-c3cc(OC)cc(OC)c3)n(C)c3ccc(-c4cccc5[nH]ccc45)cc23)c1	7	4.6
CCOc1ccc(CNc2nnnn2C)cc1	1	-5.9
COc1ccc(-c2nc3ccccc3nc2-c2ccc(OC)cc2)cc1	-2	-0.2
Cc1ccc(C(=O)N2CCCC(Nc3cccc(F)c3)C2)cc1N1CCNC1=O (configuration not stated)	9	0.1
C=CCC1(CC=C)CCCN1C(=O)CC1C(=O)NCCN1Cc1cc(OC)cc(OC)c1 (configuration not stated)	16	-1.2
CCOC(=O)c1sc(C)c2c1NC(C)(c1cccs1)NC2=O (configuration not stated)	7	-0.4
COC(=O)C1=C(C)NC(C)=C(C(=O)OC)C1C(=O)OC(C)C(=O)c1ccccc1 (configuration not stated)	9&33	-1.5&-0.7
O=C(NCc1ccccn1)C1CCCN(S(=O)(=O)c2cccc3nsnc23)C1 (configuration not stated)	121*	-1.1
CCN(CC)S(=O)(=O)c1cccc(-c2nnc(SCC(=O)NC)n2CCc2ccccc2)c1	11	-1.1
O=C(N/N=C/c1c(Cl)cccc1Cl)c1ccccc1F	-1	-0.1
O=C(NCC(=O)N(c1ccccc1)C(C(=O)NC1CCCC1)c1ccncc1)c1ccco1 (configuration not stated)	7	0.2
Cc1ccc(NC(=O)COc2ccccc2C(=O)NCCN(C)C)cc1	32	0.0
CCOc1ccc(N2CC(C(=O)NCc3ccccc3)CC2=O)cc1 (configuration not stated)	13	-0.1
CN(C)c1ccc(/C=N/n2ncc3ccccc32)cc1	24	0.6
Cc1nc(C(C)N(C)Cc2c(C(=O)N3CCCCC3)nc3c(C)cccn23)c(C)s1 (configuration not stated)	6	-0.6
O=C1CCC(C(=O)N2CCOCC2)CN1Cc1cccc(C(F)(F)F)c1 (configuration not stated)	-1	-1.1
c1ccc(COc2ccc(OCCCN3CCCC3)cc2)cc1	10	-0.4
COc1ccccc1NC(=O)CN1C(=O)CCS(=O)(=O)c2ccccc21	9	-2.0
Cc1ccc2c(c1)N(C(=O)CCC(=O)NC1CCC(C)CC1)CCO2 (configuration not stated)	43*	0.4
CC1=C(C(=O)Nc2ccc(C(=O)N3CCN(c4ccccc4F)CC3)cc2)SCCO1	-3	-3.2
Cc1cccc(NC(=O)c2cnc3n(c2=O)CCS3)c1	4	-0.9
COc1ccc(C(=O)O/N=C(\N)Cc2ccc(Cl)cc2Cl)cc1OC	18	-0.6
CC(=O)n1cc([C@@H]2C=C(C(=O)N3CCN(Cc4ccc5c(c4)OCO5)CC3)O[C@H](OCCCCO)C2)c2ccccc21	34	-1.5
CN(C(=O)CN1C(=O)/C(=C/c2ccccc2Cl)SC1=S)C1CCS(=O)(=O)C1 (configuration not stated)	9	-0.8
O=C(CCN1C(=O)/C(=C/c2ccco2)SC1=S)Nc1ccc(C(=O)O)c(O)c1	0	1.5
CCCOC(=O)NC(CC)COC(=O)Nc1cc(C)ccc1C (configuration not stated)	26	-0.7
CN(C)c1ccc(N=C/C=C2\N(C)c3ccccc3C2(C)C)cc1	44	2.6
CCCC1CC(C(=O)NC(C(C)Cl)C2OC(SC)C(O)C(O)C2O)N(C)C1 (configuration not stated)	17	-1.4
O=C(COC(=O)CCC(=O)c1ccc(F)cc1)Nc1ccc2[nH]c(=O)[nH]c2c1	10	-1.6
O=C1c2oc3ccccc3c(=O)c2C(c2cccs2)N1CCCN1CCOCC1 (configuration not stated)	30	-0.4
CC(=O)c1ccc(S(=O)(=O)NCc2nnnn2-c2ccccc2)cc1	10	-0.8
COCCN1C(=O)C(=O)/C(=C(/O)c2ccc(S(=O)(=O)N3CCOCC3)cc2)C1c1cccc([N+](=O)[O-])c1 (configuration not stated)	25	-1.4
Cc1nc(=O)c(-c2ccccc2)c(C)n1-c1ccc(S(N)(=O)=O)cc1	13	0.7
CCc1noc(C)c1C(=O)N(C)CC(=O)Nc1ccc(OC)cc1	22	-0.1
COc1ccc(Cl)cc1NC(=O)c1ccco1	14	-0.4
CC(=O)c1cccc(OCc2cc(C(=O)N(C)Cc3ccc(C)o3)no2)c1	6	0.0
CCCOc1c(Cl)cc(C(=O)Nc2ccc3c(c2)OCO3)cc1OCC	36	-0.9

Additional compounds follow.
SMILES	OX1R antag	STK33 inh
Clc1ccc(-c2nnc(-c3ccccc3)c(-c3c[nH]c4ccccc34)n2)cc1	10	-1.0
Cc1ccc(N2CC(C(=O)NCc3ccc(C)n3C)CC2=O)cc1 (configuration not stated)	23	4.6
CCOC(=O)C1=C(CNCc2ccccc2Cl)NC(=O)NC1c1cccc([N+](=O)[O-])c1 (configuration not stated)	7	-0.4
Cc1ccc(C)c(C(=O)OCC(=O)Nc2ccc(N3CCOCC3)cc2)c1	18	-1.9
COc1ccc(CCNC(=O)CCC(=O)N2CCOc3ccccc32)cc1OC	11	-2.0
CCc1cc2c(=O)c(-c3ccon3)c(N)oc2cc1OC	14	-0.9
COc1ccccc1OCCCCn1c(C(C)O)nc2ccccc21 (configuration not stated)	12	-2.5
Cc1ccc(CNc2ncnc3cc(Cl)ccc23)cc1	31	0.0
Cn1c(O)c(N=Nc2ccccc2)c2ccccc21	-6	-0.2
NC(=O)COC(=O)c1cc(=O)[nH]c2ccc(S(=O)(=O)Nc3ccc(F)cc3)cc12	27	0.2
O=C1CCCc2c1nc(-c1ccccc1F)n2O	3	-1.6
COC(=O)C1=CO[C@@H](O[C@@H]2OC(CO)[C@@H](O)[C@@H](O)[C@@H]2O)C2C1CC[C@]2(C)O (some centres not stated)	6	-0.7
Cc1ccc(NC(=O)c2cc3c(=O)oc4ccc(C)cc4c3s2)nc1	7	0.8
NNC(=O)/C=C/c1ccc(Cl)cc1Cl	8	0.3
CN(C)S(=O)(=O)c1ccc(N)c([N+](=O)[O-])c1	.	-1.7

Three compounds drawn at random from those above:
SMILES	OX1R antag	STK33 inh
CN(C)S(=O)(=O)c1ccc(N)c([N+](=O)[O-])c1	.	-1.7
Cc1ccc(C)c(C(=O)OCC(=O)Nc2ccc(N3CCOCC3)cc2)c1	18	-1.9
COc1ccccc1OCCCCn1c(C(C)O)nc2ccccc21 (configuration not stated)	12	-2.5

Other compounds follow.
SMILES	OX1R antag	STK33 inh
Cn1c(=O)c2c(nc(N/N=C/c3ccc(OC(=O)c4ccco4)cc3)n2Cc2ccccc2)n(C)c1=O	-2	-0.6
CCn1nnnc1Oc1ccc(Cl)cc1	7	-1.6
CC12CCC(C(=O)N/N=C/c3ccc(O)cc3O)(OC1=O)C2(C)C (configuration not stated)	5	.
O=c1[nH]c2ccccc2c(O)c1-c1cc2ccccc2oc1=O	18	0.5
CCOC(=O)N1CCN(c2cc(=O)n(-c3ccc(OC)cc3)c(=O)[nH]2)CC1	-3	-0.9
CCCCNC(=O)c1sc2ncnc(N3CCc4ccccc4C3)c2c1C	29	0.4
Cc1onc(-c2c(F)cccc2Cl)c1C(=O)Nc1nc2c(s1)CCCC2	12	-0.5
Cc1cc(C(=O)OCC(=O)Nc2cccc(S(N)(=O)=O)c2)c2ccccc2n1	17	1.8
S=C(NCc1cccnc1)c1ccccc1	1	-1.8
Cc1noc(C)c1NC(=O)N(C)C[C@H]1Oc2ccc(NC(=O)CCC(F)(F)F)cc2C(=O)N([C@H](C)CO)C[C@@H]1C	4	-0.2
COc1cccc(NC(=O)CN(C)C(=O)CCCNC(=O)c2ccc(Cl)cc2)c1	1	0.2
Cc1ccc(Sc2ncccc2COC(=O)Nc2c(C)cccc2C)cc1	21	-1.7
O=C(CSc1ncc(-c2ccccc2)n1C1CCCC1)N1CCc2ccccc21	11	-1.2
COc1ccc(NS(=O)(=O)c2cccc(Cl)c2)cc1S(=O)(=O)N1CCCCC1	67	-2.2
COCCNC(=O)c1cc(OC)c(OC)cc1[N+](=O)[O-]	19	-0.3

A draw from above in order of heavy-atom count, ascending:
SMILES	OX1R antag	STK33 inh
NNC(=O)/C=C/c1ccc(Cl)cc1Cl	8	0.3
CCn1nnnc1Oc1ccc(Cl)cc1	7	-1.6
S=C(NCc1cccnc1)c1ccccc1	1	-1.8
COCCNC(=O)c1cc(OC)c(OC)cc1[N+](=O)[O-]	19	-0.3
O=c1[nH]c2ccccc2c(O)c1-c1cc2ccccc2oc1=O	18	0.5
CC12CCC(C(=O)N/N=C/c3ccc(O)cc3O)(OC1=O)C2(C)C (configuration not stated)	5	.
Cc1ccc(NC(=O)c2cc3c(=O)oc4ccc(C)cc4c3s2)nc1	7	0.8
Cc1onc(-c2c(F)cccc2Cl)c1C(=O)Nc1nc2c(s1)CCCC2	12	-0.5
CCCCNC(=O)c1sc2ncnc(N3CCc4ccccc4C3)c2c1C	29	0.4
Cc1cc(C(=O)OCC(=O)Nc2cccc(S(N)(=O)=O)c2)c2ccccc2n1	17	1.8
COc1cccc(NC(=O)CN(C)C(=O)CCCNC(=O)c2ccc(Cl)cc2)c1	1	0.2
Cn1c(=O)c2c(nc(N/N=C/c3ccc(OC(=O)c4ccco4)cc3)n2Cc2ccccc2)n(C)c1=O	-2	-0.6
Cc1noc(C)c1NC(=O)N(C)C[C@H]1Oc2ccc(NC(=O)CCC(F)(F)F)cc2C(=O)N([C@H](C)CO)C[C@@H]1C	4	-0.2

Next section:
SMILES	OX1R antag	STK33 inh
CC(CCl)OC(C)CCl (configuration not stated)	5	0.3
CCOC(=O)/C(N=Nc1ccc(Cl)cc1)=C(/O)c1ccc([N+](=O)[O-])cc1	7	1.3
CCOc1ccc(S(=O)(=O)NCCC(=O)OC(C)C(=O)N2CCc3ccccc32)cc1 (configuration not stated)	25	-0.5
CCN(CC)c1cc(Cl)c2nonc2c1N	4	-1.9
Cc1nnc(NC(=O)c2ccc(S(=O)(=O)N(C)c3ccccc3)cc2)s1	6	-0.1
Clc1ccc2c(c1)C1=C(C(c3ccncc3)O2)C(c2ccc(Br)cc2)n2ncnc2N1 (configuration not stated)	22	-2.1
O=C(CN1CCN(C(=O)C2CC2)CC1)Nc1cc(C(F)(F)F)cc(C(F)(F)F)c1	-2	-1.1
CNC(=O)c1ccc(-c2nc(-c3ccccc3)cs2)cc1	32	-0.2
COC(=O)c1ccc2c(=O)n(CCCCCC(=O)O)c(=S)[nH]c2c1	21	-1.2
CCCNc1c(NC(=O)COc2ccc(Cl)cc2)c(=O)oc2ccccc12	1	-1.5
O=C(CN1CCN(S(=O)(=O)c2ccccc2)CC1)Nc1ccnn1C1CCCC1	-2	-0.5
Cc1cccc(Nc2nnc(SCC(=O)NC3CCCc4ccccc43)s2)c1C (configuration not stated)	36	-3.5
COC(=O)CSc1nsc(SCC(=O)OC)n1	8	0.2
Cc1cc(C(=O)CN2C(=O)NC3(CCCc4ccccc43)C2=O)c(C)n1Cc1cccs1 (configuration not stated)	57	-0.4
CC(Oc1ccc2c3c(c(=O)oc2c1)CCC3)C(=O)NCCN1CCOCC1 (configuration not stated)	10	-0.2
CN1CC(=O)N(CC(=O)NC2CCCCC2)C1=O	5	-0.6
CCOC(=O)c1ccc(NC(=O)Cn2cc3c(n2)CCC(C)C3)cc1 (configuration not stated)	13	0.4
O=C(NCCS(=O)(=O)NCc1ccccn1)c1ccccc1	21	-0.6
CC(=O)NC(=S)Nc1ccc(NC(=S)NC(=O)c2ccc([N+](=O)[O-])cc2)cc1	9	-0.5

This is a random part of the collection, and some 1.8% of all compounds hit somewhere here.
